Compound activity: PubChem BioAssay, National Center for Advancing Translational Sciences (NCATS)
ERK EGF inh = blocks ERK signaling stimulated by EGF; HEK293-V1b, EGF-stimulated phospho-ERK AlphaScreen; Potency, µM (doses to about 11.5 µM), for the others: top-dose activity change, negative = inhibition, usual class: inhibitors; actives 0.41% (n = 130,000); AID 1454; active means well fitted inhibition curve with a large enough effect; inconclusive means small, poorly fitted or top-dose-only effect, or effect the other way;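 further: plate controls were stimulated vehicle wells for no effect and unstimulated vehicle basal for full effect; nearly all actives have a fitted effect of over 55% in size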
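Concentration-response of compounds against EGF-driven ERK phosphorylation in V1b-expressing HEK293 cells; 30 min preincubation, 5 min EGF, AlphaScreen detection; Normalized to DMSO basal and 25 nM EGF.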
Active calls of the source: *; [ ] = remark or other dose. Potency means the concentration at half of the fitted maximal effect. Not all compounds are listed. The share of hits here may be higher or lower than overall.

Screening Cc1[nH][nH]c(=O)c1C(c1ccc2c(c1)OCO2)c1c(C)[nH][nH]c1=O returned ERK EGF inh 3%.
For CCOC(=O)c1ccc(-c2ccc(/C=N/NC(=O)CN(c3cccc(C)c3)S(C)(=O)=O)o2)cc1 the results were ERK EGF inh -10%.
Screening CCN(CC)S(=O)(=O)c1ccc(C(=O)NCCc2ccccn2)cc1 returned ERK EGF inh -7%.
CCN(CC)C(=O)CSc1nc2ccsc2c(=O)n1CCCC(=O)NCCc1ccc(S(N)(=O)=O)cc1 was read as ERK EGF inh -3%.
`CCCCCCCCOC(=O)c1nc(Cl)c(Cl)c(N)c1Cl` gave ERK EGF inh -4%.
`CCOC(=O)CNC(=O)O[C@@H]1C(=O)c2cc(OC)ccc2O[C@H]1c1ccc(OC)c(Br)c1` gave ERK EGF inh 1%.
For CCO[C@H]1OC(C(=O)N2CCCCCCC2)=C[C@@H](c2coc3ccccc3c2=O)[C@@H]1CCCO the results were ERK EGF inh -6%[57.5 µM].
N/C(=N\OC(=O)Cc1ccccc1)c1ccc([N+](=O)[O-])cc1 was read as ERK EGF inh 2%.
Screening CCC(C(=O)OCC(=O)Nc1cc(C)ccc1OC)c1ccccc1 (stereo not drawn) returned ERK EGF inh -8%.
For Cc1cc(Cl)cc(Cl)c1OCCOCCN(C)C the results were ERK EGF inh -4%.
Nc1cc(N)nc(CS)n1 was read as ERK EGF inh 8%[57.5 µM].
`Cc1cc(C)c(NC(=S)N(C)C)cc1C` gave ERK EGF inh 4%[57.5 µM].
CCc1cc2cc(C)ccc2nc1SCC(=O)Nc1cc(C)on1 was read as ERK EGF inh -2%.
Screening CC(=O)N1c2ccccc2NC2=C(C(=O)CCC2)C1c1ccco1 (stereo not drawn) returned ERK EGF inh -2%.
`CCOc1cc(/C=C/c2ccc3cccc([N+](=O)[O-])c3n2)ccc1O` gave ERK EGF inh -2%.

Next section, overlapping the part above by 2 compounds.
Screening CC(=O)N1c2ccccc2NC2=C(C(=O)CCC2)C1c1ccco1 (stereo not drawn) returned ERK EGF inh -2%.
`CCOc1cc(/C=C/c2ccc3cccc([N+](=O)[O-])c3n2)ccc1O` gave ERK EGF inh -2%.
For CCC(=O)OC1(C)C(=O)C=C2C=C(c3ccsc3)OC=C2C1=O (stereo not drawn) the results were ERK EGF inh -12%.
Screening N/C(=N\O)c1ccncc1 returned ERK EGF inh -3%[57.5 µM].
For COC(=O)C/C=C/[C@@H](C)[C@@H](/C=N/O[C@H](C)c1cn([C@@H]2COC[C@H]2O)nn1)NS(=O)(=O)c1ccc(C)cc1 the results were ERK EGF inh 1%.
`CN(C(=O)COC(=O)CNC(=O)c1ccc(Cl)cc1Cl)c1ccccc1` gave ERK EGF inh 8%.
O=C(OC1CCCCC1=O)c1ccc(S(=O)(=O)Nc2ccccc2)cc1 (stereo not drawn) was read as ERK EGF inh 7%.
COc1cccc([C@@H]2Oc3ccc(Br)cc3C(=O)[C@H]2OC(=O)Nc2ccc(C)c(Br)c2)c1 was read as ERK EGF inh 4%.
Screening O=C(c1nn2cccnc2c1Cl)N1CCN(c2ccccc2)CC1 returned ERK EGF inh 1%.
Cc1ccnc(SCC(=O)c2ccc(Br)cc2)c1C#N was read as ERK EGF inh 6%.
Screening CC1CCCCN1C(=O)Cn1c(=O)n(-c2ccc(F)cc2)c(=O)c2sccc21 (stereo not drawn) returned ERK EGF inh -9%.
`Cc1cccc(-n2c(O)c(/C=N/NC(=O)c3ccccc3Cl)c3ccccc3c2=O)n1` gave ERK EGF inh 12%.
For CC1Cc2ccccc2N1C(=O)COC(=O)c1c2c(nc3ccccc13)CCCCC2 (stereo not drawn) the results were ERK EGF inh -1%.
C=C(C)CN1CCN(S(=O)(=O)c2ccc(C)c(N(C)S(=O)(=O)c3ccc(C)cc3)c2C)CC1 was read as ERK EGF inh 4%.
For NCCCC(O)(P(=O)(O)O)P(=O)(O)O the results were ERK EGF inh -4%.
For Cn1c(N)c(C(=O)COC(=O)C2CC(O)CN2S(=O)(=O)c2ccc(Cl)cc2)c(=O)n(C)c1=O (stereo not drawn) the results were ERK EGF inh 8%[57.5 µM].
CN(C(=O)/C=C/c1ccc([N+](=O)[O-])s1)c1ccccc1 was read as ERK EGF inh 0%.
Screening CCOC(=O)C(C(=O)OCC)C1OC(=O)c2cc3c(cc21)C(=O)OC3C(C(=O)OCC)C(=O)OCC (stereo not drawn) returned ERK EGF inh -7%.
Screening Cn1nnc(NCc2cc(Br)ccc2OCc2ccccc2F)n1 returned ERK EGF inh -6%.
`CN(C)CC(=O)c1c(N)n(Cc2ccccc2)c(=O)n(C)c1=O` gave ERK EGF inh 2%.
O=c1c2[nH]c3cccc(Cl)c3c2ncn1CCN1CCCCC1 was read as ERK EGF inh 0%.
For O=C(CCS(=O)(=O)c1ccccc1)Nc1ccccc1N1CCOCC1 the results were ERK EGF inh 4%.
Screening c1ccc(Cc2nnc3sc(C4COc5ccccc5O4)nn23)cc1 (stereo not drawn) returned ERK EGF inh 4%.
Screening Cc1ccsc1/C=N/NC(=O)Nc1ccccc1 returned ERK EGF inh -1%.
`CCN(CC)CCOC(=O)c1ccccc1Br` gave ERK EGF inh 6%.
`CCOC(=O)C1=NN(C(=O)c2ccccc2)C(O)(c2ccc(C)cc2)C1` (stereo not drawn) gave ERK EGF inh -9%.
Screening Cc1cccc(OCCCC(=O)Nc2ccc(N(C)C)cc2)c1 returned ERK EGF inh inconclusive.
For Cc1ccccc1N1CCN(S(=O)(=O)c2ccccc2)CC1 the results were ERK EGF inh 3%.
Screening COc1ccc(-n2c(SCC(=O)NCCCN3CCCC3=O)nnc2C(C)N2CCCCC2)cc1 (stereo not drawn) returned ERK EGF inh -3%.
`C[C@@H](C(=O)Nc1nc2ccccc2s1)N1C(=O)C2CC=CCC2C1=O` (stereo partly drawn) gave ERK EGF inh -5%.
Screening O=C(NCCc1ccc(F)cc1)c1cc(=O)c2ccccc2o1 returned ERK EGF inh -1%.
For O=c1c(-c2cccc(Cl)c2)nc2cncnc2n1Cc1ccc(F)cc1 the results were ERK EGF inh inconclusive.
Screening COc1cc(C(F)(F)F)nc(-c2ccccn2)n1 returned ERK EGF inh -3%.
For CC1(C)CC(C(=O)NCCC(c2ccccc2)c2ccco2)CCO1 (stereo not drawn) the results were ERK EGF inh 2%.
`CNc1cnn(-c2ccc(C)cc2)c(=O)c1Sc1ccc(C)cc1` gave ERK EGF inh inconclusive.
`COc1ccc(CCNC(=O)C2CC(=O)N(c3ccc(Br)cc3)C2)cc1OC` (stereo not drawn) gave ERK EGF inh -15%.
`COc1ccc(OC)c(-c2c(=O)n(OCc3ccccc3Br)c3ccccc3[n+]2[O-])c1` gave ERK EGF inh -10%.
`COc1nc(OC)nc(N2CCC(NC(=O)C(Cc3cccc(OC)c3OC)NC(C)=O)CC2)n1` (stereo not drawn) gave ERK EGF inh 21%[57.5 µM].
For CN(CC(=O)Nc1ccc(Cl)c(Cl)c1)C(=O)C12CC3CC(CC(C3)C1)C2 the results were ERK EGF inh -1%.
Screening Cn1c(=O)n(C)c2cc([N+](=O)[O-])c(N3CCN(C(=O)c4ccccc4Br)CC3)cc21 returned ERK EGF inh inconclusive.
Screening CC(C)OC(=O)c1cccc(C(=O)Nc2cccc(NC(=O)c3cccc(C(=O)OC(C)C)n3)n2)n1 returned ERK EGF inh -9%.
For CSc1nc2ccccc2nc1N(C)S(=O)(=O)c1ccc(C)cc1 the results were ERK EGF inh 11%[57.5 µM].
CC(C)Nc1nnc(SC(C)C(=O)NCc2ccc3c(c2)OCO3)s1 (stereo not drawn) was read as ERK EGF inh 3%.
Screening O=C1c2cc(Cl)ccc2OC2(CCNCC2)C12CC(c1ccc(Cl)cc1)=NO2 (stereo not drawn) returned ERK EGF inh -10%[57.5 µM].
Screening CCN(CC)S(=O)(=O)c1ccc(N/N=C(\C)c2ccc(OC)cc2O)nc1 returned ERK EGF inh -4%[57.5 µM].
COc1ccc(-c2nc(N=Nc3ccc(O)cc3)n[nH]2)cc1 was read as ERK EGF inh inconclusive.
CSc1cccc(CN2CCN(Cc3ccccc3)C(CCO)C2)c1 (stereo not drawn) was read as ERK EGF inh -8%.
For COCCC(=O)N1CCCC(C(=O)c2ccc3c4c(cccc24)CC3)C1 (stereo not drawn) the results were ERK EGF inh -11%.
For O=C(c1cc([N+](=O)[O-])ccc1N1CCOCC1)N1CCCC1 the results were ERK EGF inh 5%.
Cc1ccc(C(=O)OCC(=O)NCc2cccs2)cc1 was read as ERK EGF inh -12%.
`Cc1nn(CC(=O)c2ccccc2Cl)c(C)c1[N+](=O)[O-]` gave ERK EGF inh 0%.
COc1cc(Br)cc(C=Nc2cccc(C(F)(F)F)c2)c1O was read as ERK EGF inh 2%.
`COc1ccc(CN2C3CCCC2CC(NC(=O)Nc2ccccc2C)C3)cc1` (stereo not drawn) gave ERK EGF inh -3%.
CCN(CC)c1ccc(/C=N/NC(=O)CNC(=O)c2ccccn2)cc1 was read as ERK EGF inh 2%.
`Cc1nc2ccc(-c3nc4ccccc4[nH]3)cc2[nH]1` gave ERK EGF inh 25%.
Screening CC#CCN1c2ccccc2[C@]23C[C@@H](C(=O)OC)N=C2NC(C(=O)OC)=C(C(=O)OC)[C@H]13 returned ERK EGF inh -1%[57.5 µM].
For CCOC(=O)N1CCC(N(CCN(C)C)C(=S)Nc2cccc(Cl)c2C)CC1 the results were ERK EGF inh 0%.
For COc1cc(OC)nc(NC(=O)CS(=O)(=O)c2ccccc2)n1 the results were ERK EGF inh 10%.
`CCOc1ccc2nc(SCc3ccc(CC(=O)O)cc3)c(C#N)cc2c1` gave ERK EGF inh -7%.
`C[C@@]12C=CC(=O)C=C1CC[C@H]1[C@H]3CC[C@](O)(C(=O)CO)[C@]3(C)CC(=O)[C@@H]12` gave ERK EGF inh -1%[25.7 µM].
For CC(C)c1ccc2oc3nc(N)c(C(=O)O)cc3c(=O)c2c1 the results were ERK EGF inh 1%[57.5 µM].
`CCc1ccccc1N/N=C(/C)c1c(O)cc(C)oc1=O` gave ERK EGF inh -10%.
`CC(Oc1ccc(Cl)cc1Cl)C(=O)Nc1cccc(O)c1` (stereo not drawn) gave ERK EGF inh 1%.
`CCOC(=O)c1cc2c(ccn2C)n1Cc1ccccc1Cl` gave ERK EGF inh inconclusive.
Screening Cc1c(C(=O)Nc2cc(S(=O)(=O)N3CCOCC3)ccc2N2CCN(C)CC2)oc2ccccc12 returned ERK EGF inh -10%[57.5 µM].
CCc1[nH]c(=S)c(C#N)c2c1CCCC2 was read as ERK EGF inh -1%.
`CCc1ccc(C(=O)c2cnc3ccc(OC)cc3c2N2CCN(CC)CC2)cc1` gave ERK EGF inh -10%.
Oc1cc2ccccc2nc1-c1ccccc1Cl was read as ERK EGF inh -3%[57.5 µM].
`Cc1ccnc(NC(=O)c2cccc(NC(=O)Cc3ccccc3)c2)c1` gave ERK EGF inh -11%.
For COc1ccc(Br)cc1CNC(=O)Cc1c(C(=O)O)[nH]c2ccc(Cl)cc12 the results were ERK EGF inh 10%.
Screening Cc1c(NC(=S)NC(C)(C)C)c(=O)n(-c2ccccc2)n1C returned ERK EGF inh 15%.
Screening C/C(=N\NC(=O)c1cccc(N/N=C(\C)c2ccncc2)c1)c1ccncc1 returned ERK EGF inh -1%.
CC(NC(=O)c1cc2cc([N+](=O)[O-])ccc2oc1=O)C1CCCO1 (stereo not drawn) was read as ERK EGF inh 0%.
Screening CN(C[C@H](Cc1ccccc1)N(C[C@H](Cc1ccccc1)N(CC1(c2ccccc2)CC1)N=O)N=O)N=O returned ERK EGF inh -6%[57.5 µM].
For CC(C)CN1CCN(Cc2cnc(-c3ccc(Cl)cc3)nc2)CC1CCO (stereo not drawn) the results were ERK EGF inh 6%.
`Cc1nn(Cc2ccc(Cl)cc2)c(C)c1NC(=O)CCCn1nc([N+](=O)[O-])c(Cl)c1C` gave ERK EGF inh -1%.
For COCc1cc(CN2CCCC(C(=O)c3cccc(C(F)(F)F)c3)C2)ccc1OC (stereo not drawn) the results were ERK EGF inh -9%.
COC(=O)c1cc(NC(=O)CN(c2ccc(OC)cc2)S(=O)(=O)c2ccc(F)cc2)ccc1Cl was read as ERK EGF inh -5%.
For CCN(CC)C(=O)CSc1nnc([C@@H](N)C(C)C)o1 the results were ERK EGF inh 8%[57.5 µM].

Of the compounds above, these contain an aryl thioether with sulfur outside any ring.
CCN(CC)C(=O)CSc1nc2ccsc2c(=O)n1CCCC(=O)NCCc1ccc(S(N)(=O)=O)cc1 was read as ERK EGF inh -3%.
CCc1cc2cc(C)ccc2nc1SCC(=O)Nc1cc(C)on1 was read as ERK EGF inh -2%.
Cc1ccnc(SCC(=O)c2ccc(Br)cc2)c1C#N was read as ERK EGF inh 6%.
Screening COc1ccc(-n2c(SCC(=O)NCCCN3CCCC3=O)nnc2C(C)N2CCCCC2)cc1 (stereo not drawn) returned ERK EGF inh -3%.
`CNc1cnn(-c2ccc(C)cc2)c(=O)c1Sc1ccc(C)cc1` gave ERK EGF inh inconclusive.
For CSc1nc2ccccc2nc1N(C)S(=O)(=O)c1ccc(C)cc1 the results were ERK EGF inh 11%[57.5 µM].
CC(C)Nc1nnc(SC(C)C(=O)NCc2ccc3c(c2)OCO3)s1 (stereo not drawn) was read as ERK EGF inh 3%.
CSc1cccc(CN2CCN(Cc3ccccc3)C(CCO)C2)c1 (stereo not drawn) was read as ERK EGF inh -8%.
`CCOc1ccc2nc(SCc3ccc(CC(=O)O)cc3)c(C#N)cc2c1` gave ERK EGF inh -7%.
For CCN(CC)C(=O)CSc1nnc([C@@H](N)C(C)C)o1 the results were ERK EGF inh 8%[57.5 µM].
